High-throughput results from PubChem BioAssay.
POLI inh: qHTS for Inhibitors of Polymerase Iota | Potency, µM (titrated, usually from 115 µM), inactives show at the highest dose activity, negative = inhibition, usual class: inhibitors | 390,000 tested, 1% active | DNA polymerase iota (Homo sapiens), Q9UNA4 | Pol iota fluorescent replication assay, 10 min; further: potency means the concentration at half of the fitted maximal effect
Target sequence (Q9UNA4 whole entry, looked up): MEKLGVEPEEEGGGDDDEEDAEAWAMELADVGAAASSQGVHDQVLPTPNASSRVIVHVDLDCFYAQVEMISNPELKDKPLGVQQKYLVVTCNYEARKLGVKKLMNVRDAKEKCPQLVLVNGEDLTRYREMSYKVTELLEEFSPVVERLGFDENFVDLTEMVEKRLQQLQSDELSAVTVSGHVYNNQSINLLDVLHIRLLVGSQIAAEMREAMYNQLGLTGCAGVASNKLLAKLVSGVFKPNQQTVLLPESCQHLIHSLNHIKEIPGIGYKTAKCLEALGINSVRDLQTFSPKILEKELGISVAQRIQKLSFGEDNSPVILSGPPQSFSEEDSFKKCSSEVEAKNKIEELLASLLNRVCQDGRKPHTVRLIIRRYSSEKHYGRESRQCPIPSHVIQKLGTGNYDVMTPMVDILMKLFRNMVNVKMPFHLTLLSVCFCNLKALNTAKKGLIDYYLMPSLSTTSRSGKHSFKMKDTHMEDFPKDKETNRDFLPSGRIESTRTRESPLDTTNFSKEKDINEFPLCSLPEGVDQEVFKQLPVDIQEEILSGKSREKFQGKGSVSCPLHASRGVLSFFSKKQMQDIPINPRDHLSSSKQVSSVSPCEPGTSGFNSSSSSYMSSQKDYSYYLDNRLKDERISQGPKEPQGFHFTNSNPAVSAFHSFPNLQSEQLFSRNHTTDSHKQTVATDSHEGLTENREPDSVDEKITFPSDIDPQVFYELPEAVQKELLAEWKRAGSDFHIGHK
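Fluorescent replication assay read twice, at 0 min and 10 min after adding 50 nM (final) substrate. Enzyme (10 nM) and compounds were first incubated 15 min at room temperature; enzyme-free buffer wells were negative controls.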
LDHA block: qHTS assay for inhibitors of human lactate dehydrogenase | 480,000 tested, 0.15% active | activity change, % (values are at about 110 or 230 µM) | L-lactate dehydrogenase A chain (Homo sapiens), P00338 | purified LDHA, NADH/diaphorase-resazurin fluorescence; stronger effect = lower value; in the data active means activity change below about -30%; inconclusive means mostly about -25% to -30%;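 further: plate controls were DMSO wells for no effect and wells without enzyme for full effect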
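Human LDH5 at 2 nM final in Tris HCl pH 7.4 with 0.06 mM NADH and 0.2 mM pyruvate, reacted 5 minutes at room temperature. Remaining NADH coupled via diaphorase/resazurin; resorufin fluorescence read at 0 and 20 minutes, normalized to enzyme-free and DMSO wells.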
GRP78 ERSR act: qHTS for Inducers of the Endoplasmic Reticulum Stress Response (ERSR) in Human Glioma: qHTS; Potency, µM, without a hit: at the highest dose activation, actives largely listed as activators; U87-MG GRP78 promoter luciferase reporter, 16 h; AID 602332, 2012; 420,000 tested, 0.02% active; further: potency means the concentration at half of the fitted maximal effect; series mostly up to about 76 µM; % of control where 0% means no effect; nearly all actives have a fitted effect of over 35% in size
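ERSR induction read as luciferase luminescence (Bright-Glo, 10 min at room temperature) in stably transfected human U87-MG glioma cells exposed to compounds for 16 h, using GRP78 as sensor.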
Pol beta inh: qHTS Assay for Inhibitors of DNA Polymerase Beta | Pol beta primer extension/strand displacement, fluorescence kinetic | 340,000 tested, 1.3% active | Potency, µM (doses to about 114 µM), for inactives: top-dose activity change, negative = inhibition, usual class: inhibitors | AID 485314, 2010 | P06746; further: potency means the concentration at half of the fitted maximal effect; on the % scale 0 is the no-effect control and ±100 the full control effect
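Homogeneous kinetic assay of primer extension and strand displacement by 10 nM Pol beta, preincubated 15 min at room temperature with compound before 50 nM substrate (final) was added. Read at 0 and 10 min; four-parameter Hill fit.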
APE1 inh: qHTS Assay for Inhibitors of the Human Apurinic/apyrimidinic Endonuclease 1 (APE1); DNA repair nuclease/redox regulator APEX1 (Homo sapiens), P27695; 350,000 tested, 0.35% active; Potency, µM (top dose mostly 65.8 µM), inactives show at the highest dose activity change, negative = inhibition, hits mostly inhibitors; recombinant APE1, TAMRA/BHQ-2 abasic DNA cleavage fluorescence;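 further: potency means the concentration at half of the fitted maximal effect; plate controls were vehicle for no effect and reference inhibitor for full effect; nearly all actives have a fitted effect of over 55% in size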
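Quantitative HTS: incision of a TAMRA/BHQ-2 double-stranded substrate bearing a tetrahydrofuran abasic site by 0.75 nM APE1 raises fluorescence. Substrate 50 nM final, added after 15 min compound preincubation at room temperature; progress as third-minus-first kinetic read difference.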
Apoferritin bind: qHTS Assay for Identification of Novel General Anesthetics; Ferritin light chain (Equus caballus), P02791; apoferritin/1-aminoanthracene competitive binding, fluorescence; Potency, µM (doses to about 77.5 µM), for the others: at the highest dose activity change, negative = displacement, hits mostly inhibitors; 350,000 tested, 0.074% active; further: potency means the concentration at half of the fitted maximal effect; on the % scale 0 is the no-effect control and ±100 the full control effect; nearly all actives have a fitted effect of over 20% in size
Target sequence (P02791 2-175 limits assumed): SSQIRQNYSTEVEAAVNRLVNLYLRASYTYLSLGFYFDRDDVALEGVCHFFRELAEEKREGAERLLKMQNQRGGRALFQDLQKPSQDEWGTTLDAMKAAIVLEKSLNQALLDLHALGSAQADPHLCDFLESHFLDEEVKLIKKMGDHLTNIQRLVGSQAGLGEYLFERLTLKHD
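In PBS, apoferritin at 10 uM is loaded with 1-AMA from a 50% saturated solution. After 10 min of compound exposure at ambient temperature, reduced 535 nm fluorescence indicates probe displacement.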
BLM inh: qHTS Assay for Inhibitors of Bloom's syndrome helicase (BLM). RecQ-like DNA helicase BLM (Homo sapiens), P54132. recombinant BLM DNA unwinding, fluorescence dequenching. Potency, µM (top dose mostly 56.1 µM), for the others: at the top dose activity change, negative = inhibition, most hits filed as inhibitors. 350,000 tested, 0.2% active. AID 2528, 2010;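 further: potency means the concentration at half of the fitted maximal effect; plate controls were vehicle for no effect and no enzyme for full effect; nearly all actives have a fitted effect of over 35% in size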
Pol kappa inh: qHTS for Inhibitors of Polymerase Kappa. DNA polymerase kappa (Homo sapiens), Q9UBT6. purified Pol kappa, fluorescent DNA synthesis assay, 10 min. Potency, µM (top dose mostly 107 µM), inactives show at the highest dose activity, negative = inhibition, most hits filed as inhibitors. 400,000 tested, 0.53% active. AID 588579, 2011; further: potency means the concentration at half of the fitted maximal effect; on the % scale 0 is the no-effect control and ±100 the full control effect
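Here, compound and 10 nM enzyme are combined for 15 min at room temperature; adding 50 nM substrate (final) starts DNA synthesis, tracked by fluorescence at 0 and 10 min against buffer-only wells.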
Pol eta inh: qHTS for Inhibitors of Polymerase Eta | Potency, µM (doses to about 114 µM), for the others: at the highest dose activity change, negative = inhibition, most hits filed as inhibitors | recombinant Pol eta, fluorescent DNA replication assay | DNA polymerase eta (Homo sapiens), Q9Y253 | 390,000 tested, 1.2% active; further: potency means the concentration at half of the fitted maximal effect; on the % scale 0 is the no-effect control and ±100 the full control effect
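Fluorescent replication assay: 50 nM final substrate added after a 15 min room-temperature compound preincubation with 10 nM enzyme. Signal taken at 0 min and again at 10 min.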
Numbers without * were called inactive; ? = inconclusive; . = no result given; [ ] = another dose, or the depositor's remark. Unless noted, the call rests on the fitted dose curve; in most records, active means well fitted curve in the direction sought with a large enough effect; inconclusive means small, poorly fitted or top-dose-only effect, or another doubt; inactive means no such curve, though single readings can be large; an effect the other way counts as inactive or inconclusive.

No.	SMILES	POLI inh	LDHA block	GRP78 ERSR act	Pol beta inh	APE1 inh	Apoferritin bind	BLM inh	Pol kappa inh	Pol eta inh
1	CCN(CC)S(=O)(=O)c1cc(C(=O)N=c2sccn2C)ccc1OC	12%	-7	-3%	-1%	17%	-14%	1%	4%	-2%
2	CC(C)(C)c1ccc(S(=O)(=O)N2CCSC2)cc1	10%	-1	6%	31%	11%	-18%	4%	-8%	-19%
3	Cc1cccc(-c2nc(S(=O)(=O)c3ccc(F)cc3)c(N3CCN(c4ccccc4)CC3)o2)c1	-1%	-11	-3%	9%	.	-12%	-4%	-24%	-13%
4	COc1ccc(-c2[nH]ncc2CNCC(C)(C)N2CCOCC2)cc1F	70%[activator]	-10	-1%	3%	5%	-13%	-3%	-5%	-4%
5	O=C(Nc1ccccc1Br)C1CCN(S(=O)(=O)c2cccs2)CC1	64%[activator]	3	-5%	.	8%	.	.	-9%	-17%
6	Cc1cc(C)n(CCSCC(=O)O)n1	9%	-16	-2%	11%	7%	-10%	-1%	-2%[60.1 µM]	-2%
7	Cc1ccc2c(c1)sc1ncc(NC(=O)c3ccc(F)cc3)c(=O)n12	.	.	.	41%	10%	-1%	-1%	.	.
8	Nc1c(C(=O)Nc2ccccc2)c2nc3ccccc3nc2n1-c1ccc(O)cc1	-24%	-1	-10%	-32%	-9%	-21%	-9%	-8%	18%
9	CCCn1nnc(NC(=O)c2ccco2)n1	6%	-1	3%	6%	1%	-1%	0%	-7%	-2%
10	CCOC(=O)C1=CN(Cc2cccc(F)c2)S(=O)(=O)N(C)C1c1ccc(F)c(Cl)c1 (stereo not given)	1%	1	-1%	.	-22%	.	.	-19%	-14%
11	O=S(=O)(Nc1ccccc1)c1ccc(Oc2ncc(C(F)(F)F)cc2Cl)cc1	1%	-1	-15%	-21%	?	?	-14%	-5%	-7%
12	CCc1nnc(NC(=O)CCC(=O)Nc2ccc(Cl)cc2)s1	15%	-16	-3%	?	26%	-6%	-1%	-5%	-8%
13	COc1cc(CC(NC(C)=O)C(=O)NC2CCN(C(=O)c3ccc(C)cc3)CC2)cc(OC)c1 (stereo not given)	29%	-13	-3%	62%	14%	11%	-4%	-8%	-9%
14	Cc1ccccc1C(=O)NNC(=O)CN1C(=O)c2ccccc2C1=O	74%[activator]	-1	-7%	-2%	16%	12%	-14%	3%	-16%
15	O=C(NCCS(=O)(=O)N1CCN(c2ccc(F)cc2)CC1)c1ccco1	-10%	-4	-3%	.	24%	.	.	-2%	-6%
16	Cc1cc(NC(=O)C(Cl)c2ccccc2)no1 (stereo not given)	121%[activator]	0	0%	34%	1%	?	-6%	-13%	-4%
17	CCCOP(=O)(c1ccccc1)c1ccccc1	203%[activator]	-5	-3%	2%	-1%	-3%	2%	-15%	-7%
18	C/C(=N/NC(=O)C1CC1(c1ccccc1)c1ccccc1)c1ccco1 (stereo not given)	86%[activator]	-3	-4%	2%	-6%	-2%	1%	-9%	-1%
19	CN(C)c1ccc(C(=O)OCC(=O)c2cccs2)cc1	-6%	-1	-6%	-5%	4%	-2%	-2%	-16%	?
20	CC1CCc2c(sc3nnn(Cc4ccc(F)cc4)c(=O)c23)C1 (stereo not given)	-6%	-6	-4%	16%	.	?	-5%	-1%	-16%
21	NC(C(=O)O)c1cccc(O)c1 (stereo not given)	.	.	-4%	.	-4%	14%	.	3%[19.4 µM]	.
22	CCOC(=O)N1CCN(C(=O)CSCC(=O)Nc2nc(-c3ccccc3)cs2)CC1	-6%	-1	2%	4%	-4%	-11%	4%	-5%	-4%
23	O=C(CSc1ccccc1)Nc1ccc(N2CCN(c3ccccc3)CC2)c(F)c1	14%	-8	-6%	23%	0%	-7%	-1%	-15%	-7%
24	O=C(CSc1nc2ccccc2s1)NCC1CCCO1 (stereo not given)	?	-1	2%	18%	0%	-3%	0%	3%	-11%
25	Cc1ccc(C)n1NC(=O)c1ccc(O)cc1	?	-1	-2%	1%	29%	-13%	-10%	-4%	12%
26	CCCOC1CCCN(C(=O)CCCn2nnnc2CN2CCOCC2)C1 (stereo not given)	24%	0	5%	17%	3%	-3%	-2%	5%	-15%
27	Cc1nn(C(C)C(=O)NCc2ccccc2)c(C)c1[N+](=O)[O-] (stereo not given)	13%	1	-3%	-2%	-1%	-8%	-3%	-3%	-11%
28	CSCC[C@H](NC(=O)CCn1nnc2ccccc2c1=O)C(=O)O	12%	-3	-3%	-2%	2%	-8%	1%	-6%	-15%
29	CCOC(=O)C1CCN(C(=O)c2sccc2Cl)CC1	131%[activator]	-4	0%	15%	-2%	10%	2%	-8%	-12%
30	N#Cc1ccccc1Cn1c(=O)n(-c2ccc(CC(=O)NCc3ccco3)cc2)c(=O)c2sccc21	-16%	-4	-6%	?	-9%	-13%	-4%	-28%	4%
31	Cc1cccc(C)c1NC(=O)CNC(=O)Cc1ccccc1[N+](=O)[O-]	55%[activator]	-1	-2%	29%	12%[12.4 µM]	3%	1%	-3%	-13%
32	CSCC[C@H](N)C(=O)NC[C@H]1O[C@@H](n2cnc3c(N)ncnc32)[C@H](O)[C@@H]1O	-2%	-12	-3%	.	-5%	.	.	1%	2%
33	Cc1cc(C)n2nc(SC(C)C(=O)NC3CCCCC3C)nc2n1 (stereo not given)	39%[activator]	-7	-1%	.	28%	.	.	-4%	-7%
34	CCOC(=O)c1ccc(CSc2ncn[nH]2)o1	15%	6	0%	2%	-4%	0%	-1%	0%	-3%
35	CC(=O)c1cnc2cc(-c3ccc(Cl)cc3)nn2c1C	-3%	-5	5%	3%	0%	-3%	1%	-16%	-17%
36	CCC(=O)N1CCc2cc(S(=O)(=O)NC(C(=O)NCCc3ccc(OC)c(OC)c3)C(C)C)ccc21 (stereo not given)	13%	-3	4%	-2%	.	36%[activator]	-3%	-12%	-10%
37	CC(C)N(C(=O)c1ccccc1-c1ccccc1)C(C)C	2%	-1	-4%	0%	1%	-20%	-10%	-9%	-15%
38	O=C(NCc1cccnc1)C1CCN(C(=O)c2ccc(Cl)cc2Cl)CC1	-4%	-1	-3%	11%	-7%	-11%	-1%	12%	-10%
39	O=C(Nc1cc2c3c(c1)CC(=O)N3CCC2)c1ccccc1F	43%[activator]	1	1%	.	44%[activator]	.	.	-3%	-18%
40	Cc1ccccc1N1CCN(C(=O)C2CCCCC2)CC1	-6%	2	-1%	0%	14%	-9%	-3%	-10%	-22%
41	Cc1cc(=O)oc2c1ccc1oc(/C(=N/O)c3ccccc3)c(C)c12	-1%	4	-11%	-20%	-10%	-3%	-6%	-15%	-2%
42	CCN(CC(=O)NCc1ccc(Cl)cc1)S(=O)(=O)c1ccc(NC(C)=O)cc1	-3%	2	-1%	2%	-2%	-4%	-1%	-10%	-7%
43	COc1ccc(-c2cc3ccccc3n2CC(O)CN2CCC(C)CC2)cc1 (stereo not given)	?	-14	-2%	2%	-6%	-8%	2%	-7%	-12%
44	Cc1ccc(S(=O)(=O)NC2CCCCCCC2)cc1	27%	-2	-1%	2%	2%	?	-2%	0%	-13%
45	COc1ccc(C2CC(c3cccs3)=NN2C(=O)c2ccc(Br)o2)cc1 (stereo not given)	-11%	-1	5%	-7%	-1%	-10%	-7%	3%	-15%

Ordered by length of the SMILES (smallest number first): part of the list above
No.	SMILES	POLI inh	LDHA block	GRP78 ERSR act	Pol beta inh	APE1 inh	Apoferritin bind	BLM inh	Pol kappa inh	Pol eta inh
35	CC(=O)c1cnc2cc(-c3ccc(Cl)cc3)nn2c1C	-3%	-5	5%	3%	0%	-3%	1%	-16%	-17%
14	Cc1ccccc1C(=O)NNC(=O)CN1C(=O)c2ccccc2C1=O	74%[activator]	-1	-7%	-2%	16%	12%	-14%	3%	-16%
27	Cc1nn(C(C)C(=O)NCc2ccccc2)c(C)c1[N+](=O)[O-] (stereo not given)	13%	1	-3%	-2%	-1%	-8%	-3%	-3%	-11%
22	CCOC(=O)N1CCN(C(=O)CSCC(=O)Nc2nc(-c3ccccc3)cs2)CC1	-6%	-1	2%	4%	-4%	-11%	4%	-5%	-4%
32	CSCC[C@H](N)C(=O)NC[C@H]1O[C@@H](n2cnc3c(N)ncnc32)[C@H](O)[C@@H]1O	-2%	-12	-3%	.	-5%	.	.	1%	2%

An excerpt; rates above refer to the full screens.
